# High-throughput results (PubChem BioAssay)
# IkB sig inh = IkB Signaling; ABC-DLBCL IkBa-CBG/CBR dual luciferase ratio, 4 h; response scale: scaled: untreated 0%, proteasome inhibitor 100%; hit rate 0.04% among 110,000; Potency, µM (highest dose often 57.1 µM), without a hit: top-dose IkBa stabilization activation; active means well fitted curve in the direction sought with a large enough effect in the signal ratio, not every such curve was filed as active; inconclusive means small, poorly fitted or top-dose-only effect, or a change in a side signal; the % refers to the signal ratio;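 further: the direction sought is a rising ratio; 0% = basal untreated cells and 100% = reference inhibitor full response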
#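 Luminescence ratio of IκBα-fused green versus native red beetle luciferase in OCI-Ly3 cells, 4 h post-doxycycline with compound; red signal alone, scaled from basal (0%) to zero light (-100%), flagged nonspecific or cytotoxic effects.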
# Imprint erasure = qHTS Assay for Compounds that Induce Erasure of Genomic Imprints. mouse ES Peg3-LacZ reporter, beta-gal luminescence, 40 h. hit rate 0.02% among 110,000. Potency, µM (top dose mostly 60.7 µM), for inactives: top-dose activity change, positive = activation, most hits filed as activators;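 further: 0% = negative control wells on the plate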
#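 Each well holds 300 Peg3LacZ-Neo (maternal) female ES cells incubated 40 h at 37C, 5% CO2. LacZ is measured by BetaGlo luminescence, with AC50 and maximum efficacy derived from dose-response curves.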
# p53ts 39C kill = qHTS Screen for Compounds that Selectively Target Cancer Cells with p53 Mutations: Cytotoxicity of p53ts Cells at the Nonpermissive Temperature | H1299-p53A138V viability at 39C, ATP luminescence, 24 h | Potency, µM (titrated, usually from 46.1 µM), inactives show at the top dose activity change, negative = cell killing, hits mostly cytotoxic | hit rate 1.5% among 130,000 | AID 902, 2007; further: nearly all actives have a fitted effect of over 55% in size
# p53ts 32C kill = qHTS Screen for Compounds that Selectively Target Cancer Cells with p53 Mutations: Cytotoxicity of p53ts Cells at the Permissive Temperature | H1299-p53A138V at 32C, ATP luminescence viability, 24 h | Potency, µM (series often up to 46.1 µM), inactives show at the highest dose activity change, negative = cytotoxicity, hits mostly cytotoxic | hit rate 0.93% among 130,000 | AID 924, 2007;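 further: 0% = DMSO and -100% = full killing by reference compound; nearly all actives have a fitted effect of over 55% in size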
#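 Cells: H1299 p53ts (A138V), 600/well, pre-incubated 16–30 h at 37C. Cpd up to 46 uM, 24 h, 32C. Readout: ATPlite luminescence, 20 min RT. Normalization: DMSO vs tamoxifen 100 uM. AC50 by Hill equation.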
# * = called active by the depositor; ? = inconclusive; . = not tested or not shown; [ ] = remark or other dose. Unless noted, the call rests on the fitted dose curve; in most records, active means well fitted curve in the direction sought with a large enough effect; inconclusive means small, poorly fitted or top-dose-only effect, or another doubt; inactive means no such curve, though single readings can be large; an effect the other way counts as inactive or inconclusive. Unless noted, on the % scale 0 is the no-effect control and ±100 the full control effect; potency means the concentration at half of the fitted maximal effect.
# Start of the listing, in advance, two compounds:
SMILES,IkB sig inh,Imprint erasure,p53ts 39C kill,p53ts 32C kill
Clc1ccc(NCc2nnc3n2CCCCC3)cc1,-2.4%,-9%,1%,3%
O=C(NCc1nc(-c2ccccc2)no1)c1ccc(Br)o1,3.8%,-9%,13%,0%

# The whole of this part, from the start:
SMILES,IkB sig inh,Imprint erasure,p53ts 39C kill,p53ts 32C kill
Clc1ccc(NCc2nnc3n2CCCCC3)cc1,-2.4%,-9%,1%,3%
O=C(NCc1nc(-c2ccccc2)no1)c1ccc(Br)o1,3.8%,-9%,13%,0%
O=C(CN1C(=O)C2(SCC(=O)N2c2ccccc2)c2ccccc21)NCc1ccccc1 (stereo not drawn),?,?,26%,-2%
O=C(CNS(=O)(=O)c1ccc(Br)s1)N1CCN(c2ccc(F)cc2)CC1,7.8%,-10%[10.9 µM],1%,6%
COc1ccc(-c2cc(C(F)(F)F)nc(SCC(=O)NCc3ccc(Cl)cc3)n2)cc1,1.4%,-14%[10.9 µM],-13%,4%
CCN1/C(=C(\O)c2ccccc2)C(=O)c2ccccc2S1(=O)=O,9.4%,-23%,7%,-8%
CN(C(=O)c1ccc2c(c1)N(Cc1ccc(F)cc1)C(=O)c1ccccc1S2(=O)=O)C1CCCCC1,?,-9%[10.9 µM],-1%,23%
Cc1ccc(-c2nnn(CC(=O)N(CC(=O)NC(C)C)c3cnc4ccccc4c3)n2)o1,6.6%,?,0%,-4%
Cc1ccccc1-n1c(N)cc(=O)[nH]c1=S,-1.7%,-1%,4%,7%
COc1ccccc1CNC(=O)C(CC(C)C)NS(=O)(=O)c1ccc2c(c1)oc(=O)n2C (stereo not drawn),0.7%,-7%[10.9 µM],-14%,0%
CCOC(=O)N1CCC(N(C(=O)Nc2cccc(OC)c2)C(C)CC)CC1 (stereo not drawn),2.9%,-15%,5%,2%
O=C(c1ccc(F)cc1)N1CCC(c2nc(-c3ccc(S(=O)(=O)N4CCCC4)cc3)no2)CC1,?,-11%[10.9 µM],-26%,-5%
Cc1nc2ccccc2c2oc(C(=O)N3CCc4ccccc4C3)cc12,?,-32%[inhibitor],20µM*,?
CC(/C=N/NC(=O)c1cc(-c2ccc(C)o2)[nH]n1)=C\c1ccccc1,.,.,28%,9%
Cc1ccc(S(=O)(=O)c2nnn3c2nc(N2CCN(c4ccc(F)cc4)CC2)c2cc(Cl)ccc23)cc1C,-1.4%,-7%[10.9 µM],5%,-2%
OCC(CBr)(CBr)CBr,1.0%,-6%,-13%,-18%[1.84 µM]
COc1cccc([C@@H]2Oc3ccc(OC)cc3/C(=N/O[C@@H](C)c3cn([C@H]4COC[C@H]4O)nn3)[C@@H]2O)c1,.,.,12%[9.22 µM],-6%[9.22 µM]
O=C(O)CSC1CC(=O)N(c2ccc(Cl)c(Cl)c2)C1=O (stereo not drawn),1.6%,-11%,-2%,0%
C/C(N)=C(/C#N)C(=O)COC(=O)CSc1ccccc1,0.3%,-5%,5%,8%
CN(C)S(=O)(=O)c1ccc(N2CCN(S(=O)(=O)c3ccc(F)cc3)CC2)c(Cl)c1,2.5%,-9%,?,?

# One compound at a time, from the list above.
# Cc1nc2ccccc2c2oc(C(=O)N3CCc4ccccc4C3)cc12 as listed: IkB sig inh = ?; Imprint erasure = -32%[inhibitor]; p53ts 39C kill = 20µM*; p53ts 32C kill = ?
# CN(C)S(=O)(=O)c1ccc(N2CCN(S(=O)(=O)c3ccc(F)cc3)CC2)c(Cl)c1 as listed: IkB sig inh = 2.5%; Imprint erasure = -9%; p53ts 39C kill = ?; p53ts 32C kill = ?
# COc1cccc([C@@H]2Oc3ccc(OC)cc3/C(=N/O[C@@H](C)c3cn([C@H]4COC[C@H]4O)nn3)[C@@H]2O)c1 as listed: IkB sig inh = .; Imprint erasure = .; p53ts 39C kill = 12%[9.22 µM]; p53ts 32C kill = -6%[9.22 µM]

# The listing continues.
SMILES,IkB sig inh,Imprint erasure,p53ts 39C kill,p53ts 32C kill
COc1ccc(S(=O)(=O)N2CCSC2c2ccc(N)cc2)cc1 (stereo not drawn),0.5%,-1%,-9%,-4%
O=C(CSCc1nc2cccnc2n1C1CCCCC1)NCc1cccc(Br)c1,1.0%,-2%[10.9 µM],-8%,2%
COc1ccc2nc(SCC(=O)Nc3ccccc3C#N)[nH]c2c1,-2.6%,-19%,-3%,-1%
COc1ccc(OC)c(NC(=O)c2oc(=O)c3ccccc3c2-c2ccccc2)c1,?,-13%[10.9 µM],-16%,3%
CCC(=O)N1c2ccccc2CC1C(=O)N1CCN(c2ccccc2F)CC1 (stereo not drawn),2.4%,10%[10.9 µM],31%[activator],-4%
COc1cc(NC(=O)CCn2c(=O)oc3ccccc32)cc(OC)c1OC,1.1%,10%[10.9 µM],-7%,-3%
CCOC(=O)C1=C(C)Nc2nnnn2C1c1ccc(OC)c(Br)c1 (stereo not drawn),-2.0%,-6%,3%,12%
CC(C)CCOc1ccc(C2(C)NC(=O)N(CN3CCOCC3)C2=O)cc1 (stereo not drawn),-0.5%,.,-17%,-10%
CC(=O)Nc1ccc(S(=O)(=O)NCc2cccn2Cc2cccc(C)c2)cc1,?,-7%[10.9 µM],-7%,-8%
CCCCN(CC)CCCNC(=O)c1cc2c(-c3ccc(OC)c(OC)c3)nn(C)c2s1,?,-5%[10.9 µM],-20%,-2%
CC(C)(C)OC(=O)N1CCC(c2c(C(=O)NCCCN3CCc4ccccc4C3)cnn2-c2ccccc2)CC1,?,-10%[10.9 µM],13%,-4%
Cc1ccc(Nc2c(-c3ccc(O)cc3)nc3cccc(C)n23)cc1,-0.2%,-8%[10.9 µM],-3%,-5%
Cc1cc(S(=O)(=O)NC2CCCCC2)ccc1OCC(=O)NCc1ccccn1,1.1%,?,31%[activator],1%
CCOC(=O)c1cccc(NC(=O)CC2C(=O)N(c3ccc(OC)cc3)C(=O)N2C2CCCC2)c1 (stereo not drawn),1.2%,16%[10.9 µM],-17%,13%
C=CCCC,-1.0%,-4%,0%,1%[1.84 µM]
O=C(/C=N/O)NCC1CCNCC1,-0.1%,-4%,4%,0%
C/C(=C\C(=O)c1ccncc1)Nc1ccccc1O,1.9%,11%,-9%,0%
Cc1sc2nc3ccc(N4CCCCC4)nn3c(=O)c2c1C,?,-11%,-22%,-10%
CCOC(=O)CC(NS(=O)(=O)c1cc(-c2cc(C)no2)ccc1C)c1ccc(C)cc1 (stereo not drawn),2.7%,14%[10.9 µM],-7%,21%
CC1OC(Nc2ccc(OC(F)(F)F)cc2)C(O)C(O)C1O (stereo not drawn),0.4%,-6%,-4%,-8%
O=C(Cn1ncc2c3ccccc3n(Cc3ccccc3)c2c1=O)N1CCCCCC1,1.6%,24%[10.9 µM],-2%,4%
CN=C1N[C@H](c2ccccc2)N(c2ccccc2)S1,0.2%,-34%[inhibitor],-1%,-9%
CN1CCN(S(=O)(=O)c2ccc(Sc3nnc(-c4cccs4)n3-c3ccccc3)nc2)CC1,1.8%,-12%,13%,8%
Cn1c(SCc2ccccc2F)nc2c([nH]c3ccccc32)c1=O,4.6%,-3%[10.9 µM],?,15%
Cc1ccc2c(c1)NC(=O)C(CC(=O)Nc1ccccc1Cl)O2 (stereo not drawn),-2.3%,-2%[10.9 µM],3%,11%
Cn1c(SCC(=O)Nc2nc3c(s2)CCCC3)nnc1-c1ccccc1,-0.1%,-12%,-21%,-4%
CCOC(=O)c1c(NC(=O)CSc2n[nH]c(N)n2)sc(CC)c1C,-2.3%,-12%,-1%,6%
CCCn1c(N2CCN(CC(=O)Nc3ccc4c(c3)OCCO4)CC2)nc2ccccc21,4.3%,-16%,-13%,-5%
O=C(CCCCn1c(=O)c2ccccc2n(Cc2ccccc2F)c1=O)NCc1ccccc1Cl,-0.9%,9%[10.9 µM],-12%,6%
Cc1ccc(C(=O)NCC2CCCO2)cc1N1CCCC1=O (stereo not drawn),-0.6%,0%,-3%,4%
Cc1ccc(NC(=O)Cn2cccc2)cc1C,0.1%,-16%,-8%,15%
CN1/C(=C\C(=S)NC(=O)c2ccc([N+](=O)[O-])cc2)C(C)(C)c2ccccc21,.,.,58%[activator],-13%
Cc1ccc(NC(=O)Cn2c(CCC(=O)O)ccc2-c2ccc(Cl)cc2)cc1,?,-8%[10.9 µM],-19%,0%
CCN1C(=O)C(O)(CC(=O)c2cc(C)ccc2C)c2ccccc21 (stereo not drawn),4.0%,1%,-2%,-6%
O=C(c1ccncc1)N(Cc1ccco1)Cc1cc2ccccc2[nH]c1=O,-0.5%,-12%,3%,6%
COc1ccc(NS(=O)(=O)c2cc(-c3nnnn3C)ccc2OC)cc1,-1.6%,-1%,-6%,12%
CCn1nc(C)c2c(-c3ccccc3)cc(=O)n(C(C)C(=O)NCc3cccc(OC)c3)c21 (stereo not drawn),7.7%,-5%[10.9 µM],-18%,16%
CN(C)c1ccc(CN(CC2CCCO2)C(=O)c2ccc(Br)cc2)cc1 (stereo not drawn),?,-10%[10.9 µM],-18%,15%
C=CCn1c2ccccc2c2nnc(SCCCn3c(=O)[nH]c4ccccc43)nc21,?,-40%[inhibitor],?,?
CC(C)(C)n1ncc2c(=O)n(CC(=O)NCc3ccccc3)cnc21,2.6%,?,?,-25%
O=C(Nc1ccc2c(c1)OCO2)c1ccc(CN2CCOCC2)cc1,-1.3%,-21%,?,13µM*
O=C(CN1CCOCCOCCN(CC(=O)Nc2ccccc2)CCOCC1)Nc1ccccc1,0.9%,-4%,-26%,-3%
CCOC(=O)c1ccc(NC(=O)CSc2nccn2-c2cc(C)cc(C)c2)cc1,0.1%,-6%[10.9 µM],-18%,-9%
COC(=O)c1c(-c2cccs2)csc1NC(=O)c1ccc(OC)c(OC)c1,0.8%,2%[10.9 µM],9%,-10%
COc1ccc(OC)c(CNC(=O)c2ccc(Sc3ccc(Cl)cc3)c(NC(C)=O)c2)c1,1.1%,-12%[10.9 µM],?,5%
CCC(Sc1nc(C)cc(=O)[nH]1)C(=O)Nc1ccc(Cl)cn1 (stereo not drawn),0.2%,-8%,-11%,-5%
O=C(NCCc1ccccc1)C1CCN(c2nc3ccccc3o2)CC1,-0.2%,-13%,-16%,-2%
CCNC(=O)C1CCN(c2nc3ccccc3nc2C(F)(F)F)CC1,-1.9%,-6%[10.9 µM],20%,7%
O=C(CSc1nnc2ccccn12)NC(=O)NC1CCCCC1,0.5%,-10%,-11%,-5%
Nc1ncnc2c1nc(Br)n2[C@@H]1O[C@H]2COP(=O)(O)O[C@@H]2[C@H]1O,?,.,-3%,-8%
# Remaining list, next part
SMILES,IkB sig inh,Imprint erasure,p53ts 39C kill,p53ts 32C kill
COc1ccc(CNC(=O)c2cc(=O)[nH]c3ccc(S(=O)(=O)N4CCCC4)cc23)c(OC)c1,?,-9%[10.9 µM],-14%,5%
Cc1cccc(NC(=O)c2oc3ccccc3c2NC(=O)Cc2coc3ccc(C(C)C)cc23)c1,1.2%,-8%[10.9 µM],-4%,6%
Cc1ccc(-c2noc(-c3ccccc3OCC(=O)Nc3ccccc3[N+](=O)[O-])n2)cc1,2.0%,-11%[10.9 µM],-12%,7%
Nc1ncnc2c1ncn2[C@H]1O[C@@H](C(=O)OCCO)[C@@H](O)[C@H]1O,-1.1%[11.4 µM],-20%[10.9 µM],1%[9.22 µM],1%[9.22 µM]
Cc1nn(Cc2ccc(Cl)cc2Cl)c(C)c1NC(=O)C1C2CCC(O2)C1C(=O)O (stereo not drawn),.,.,4%,-11%
COc1ccccc1CNc1ccnc(-c2ccoc2)n1,-1.5%[11.4 µM],-10%,-14%,-4%
Cc1nc2c3c4c(sc3n3c(SCC(=O)NCc5ccco5)nnc3n2n1)COC(C)(C)C4,-1.0%,5%,17%,8%
CCOc1ccc(NC(=O)CCn2c(=O)c3cccn3c3cccnc32)cc1,-3.3%,9%[10.9 µM],15%,6%
O=C(COc1ccccc1)Nc1nc2ccccc2[nH]1,?,-18%,?,?
COc1cc2c(cc1OC)C(COc1ccc(C(C)C)cc1)N(C(=O)c1ccc(S(=O)(=O)N3CCCC3)cc1)CC2 (stereo not drawn),0.5%,-18%[10.9 µM],-25%,2%
Cc1nc(NC(=O)c2ccccc2)sc1-c1csc(N)n1,?,-60%[inhibitor],-23%,-25%

# Rows are unselected. Share with any hit: about 1.8%.
